Hck-Nef inh – inhibitors of human Hck kinase activated by Nef. P08631. hit rate 0.68% among 220,000. inhibition, % at 20 µM. AID 463187. Recombinant Hck-YEEI plus Nef, Z-Lyte FRET kinase assay;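 active = Hck-Nef kinase inhibition above about 50%, limit read from the data; inactive = inhibition below that limit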;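 also: 0% = DMSO with Hck plus Nef and 100% = Hck alone without Nef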
Runt-SMMHC FRET – Runt domain-CBFb-SMMHC interaction inhibition. Cerulean-Runt/Venus-CBFb-SMMHC FRET ratio 530/480, 1 h. AID 1434. inhibition, % at 20 µM. Q01196+Q13951. hit rate 0.74% among 220,000;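 active = mean inhibition across duplicate retests at 20 µM reaching about 50%, limit read from the data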;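 also: 0% = DMSO wells and 100% = wells with excess untagged CBFb-SMMHC; inhibitors lower the FRET ratio by blocking Runt binding to CBFb-SMMHC; some results filed as inactive read as strong as hits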
NPY-Y1 PAM-ag – human NPY-Y1 potentiation or agonism, primary screen; P25929; NPY-Y1 expressing cells, potentiator/agonist activation; activation, % at 3.6 µM; hit rate 0.37% among 220,000; in the data active = activation above about 33%, passing the limit was not always enough;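 also: cells stimulated with NPY at EC10 then isoproterenol at EC100; 0% = low agonist plus stimulus and 100% = saturating agonist plus stimulus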
Target sequence (P25929 whole entry, looked up): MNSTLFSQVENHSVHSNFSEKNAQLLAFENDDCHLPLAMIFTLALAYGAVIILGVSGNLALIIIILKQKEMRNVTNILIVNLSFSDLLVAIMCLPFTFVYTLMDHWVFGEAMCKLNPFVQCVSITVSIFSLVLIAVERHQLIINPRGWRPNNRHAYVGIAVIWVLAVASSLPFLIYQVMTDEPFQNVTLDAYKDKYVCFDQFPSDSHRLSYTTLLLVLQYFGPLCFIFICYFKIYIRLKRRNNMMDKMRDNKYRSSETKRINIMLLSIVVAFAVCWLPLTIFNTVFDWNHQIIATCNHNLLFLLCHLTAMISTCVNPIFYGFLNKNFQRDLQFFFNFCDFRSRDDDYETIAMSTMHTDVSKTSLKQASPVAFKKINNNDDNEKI
NPY-Y2 PAM-ag – human NPY-Y2 potentiation or agonism, primary screen. P49146. cells expressing NPY-Y2, potentiator/agonist read-out. activation, % at 3.6 µM. hit rate 0.45% among 220,000. AID 1359; in the data active = activation above about 27%;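 also: cells stimulated with NPY near EC25 plus isoproterenol at EC100; 0% = vehicle plus submaximal agonist and 100% = vehicle plus saturating agonist; some results beyond the cut were filed as inactive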
Target sequence (P49146 whole entry, looked up): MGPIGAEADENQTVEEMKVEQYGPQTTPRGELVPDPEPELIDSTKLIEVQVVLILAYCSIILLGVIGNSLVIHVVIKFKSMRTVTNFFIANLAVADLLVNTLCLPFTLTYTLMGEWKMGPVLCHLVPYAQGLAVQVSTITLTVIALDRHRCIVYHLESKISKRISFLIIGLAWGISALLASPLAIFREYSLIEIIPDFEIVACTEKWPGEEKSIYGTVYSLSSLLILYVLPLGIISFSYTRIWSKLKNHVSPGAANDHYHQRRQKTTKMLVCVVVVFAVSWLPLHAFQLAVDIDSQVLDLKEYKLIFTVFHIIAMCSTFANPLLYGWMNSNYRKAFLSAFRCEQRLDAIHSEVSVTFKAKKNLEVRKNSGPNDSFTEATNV
p97 ATPase inh – inhibitors of human p97 ATPase; inhibition, % at 8 µM; hit rate 0.42% among 220,000; P55072; recombinant p97 ATPase, Kinase-Glo ATP luminescence, 3 h; AID 1481; in the data active = inhibition above about 15%;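 also: 0% = DMSO vehicle and 100% = wells lacking enzyme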
MDM2 E3 inh – blocks human Mdm2 ubiquitin ligase activity; hit rate 0.11% among 210,000; cell-based MDM2 ubiquitination luciferase reporter, 2 h; 0 = plate control, 100 = twice control, blank-subtracted; AID 1230; signal enhancement, % at 5 µM;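 active = signal enhancement of 30% or more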;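 also: luminescence tracks abundance of the self-degrading MDM2-luciferase fusion protein; higher signal means inhibition of MDM2 E3 ligase activity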
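Material: Stable MDM2–luciferase fusion reporter cells | Amount: 2000 cells seeded into each well | Dosing: One concentration, 5 µM, with 0.2% DMSO | Incubation: 4 h cell settling then 2 h compound exposure, 37 °C | Measured by: Luciferase luminescence | Read-out basis: % enhancement relative to plate controls after blank subtraction | Benchmarks: Control and blank well means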
Runt-CBFb FRET – inhibitors of human RUNX1 Runt domain binding to CBFb; hit rate 0.46% among 220,000; Cerulean-Runt/Venus-CBFb FRET ratio 530/480, 1 h; inhibition, % at 20 µM; AID 1496;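 active = inhibition over about 50% at 20 µM in the single-dose screen, limit read from the data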;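 also: 0% = DMSO wells and 100% = excess unlabeled CBFb competitor control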
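test system = Cerulean-Runt domain fusion protein, energy donor | probe or stimulus = Venus-CBFb binding partner, 100 nM | incubation = two 1 h room-temperature incubations shielded from light | detection = fluorescence energy transfer, 422 nm excitation, 530/480 nm emission | measure = loss of energy transfer signal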
RBBP9 inh – blocks human serine hydrolase RBBP9 | O75884 | recombinant RBBP9, FP-Rh probe fluorescence polarization | inhibition, % at 7.94 µM | hit rate 0.2% among 220,000;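 active = inhibition above the campaign mean of all tested compounds plus 3 SD, cut at about 14% in these data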;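 also: plate controls were DMSO wells with RBBP9 for no effect and wells lacking RBBP9 protein for full effect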
Target sequence (O75884 whole entry, looked up): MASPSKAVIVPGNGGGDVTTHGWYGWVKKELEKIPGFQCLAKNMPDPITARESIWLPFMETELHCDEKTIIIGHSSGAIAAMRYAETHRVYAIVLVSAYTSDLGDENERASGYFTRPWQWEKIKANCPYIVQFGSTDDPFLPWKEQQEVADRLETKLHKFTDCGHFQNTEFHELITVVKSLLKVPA
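Measured by – fluorescence polarization · Test system – RBBP9 protein · Input – 2.5 µM RBBP9 dispensing solution, before mixing · Measure – percent inhibition from mP, scaled between DMSO and no-protein wells · Benchmarks – DMSO-treated enzyme wells and wells lacking RBBP9 · Times – preincubation 30 min plus labeling 45 min at 25 °C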
NPY-Y1 antag – NPY-Y1 (human) receptor antagonism; P25929; HEK293-CNG Y1 cells, membrane potential fluorescence; NPY at EC95, then isoproterenol; inhibition, % at 3.6 µM; hit rate 1% among 200,000; AID 1040;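 active = inhibition above the campaign mean inhibition of all tested compounds plus 3 SD, cut at about 20% in these data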;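 also: 0% = DMSO wells given NPY plus isoproterenol and 100% = isoproterenol alone without NPY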
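Assay system: HEK293 cells with Y1 receptor plus CNG channel | Probe or stimulus: NPY (25 nM), isoproterenol (1 µM), Ro 20-1724 (25 µM) | Timing: Compound incubation 1 h at room temperature, readout 45 min post-stimulation | Measured by: Membrane-potential fluorescent dye readout | Benchmarks: High control isoproterenol alone, low control NPY with isoproterenol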
Active calls of the source: *; nt = not tested or not shown. An unsorted share of the library, and some 3.5% of all compounds hit somewhere here.

SMILES	Hck-Nef inh	Runt-SMMHC FRET	NPY-Y1 PAM-ag	NPY-Y2 PAM-ag	p97 ATPase inh	MDM2 E3 inh	Runt-CBFb FRET	RBBP9 inh	NPY-Y1 antag
COc1ccc(C(=O)/C=C/Nc2cc(C)ccn2)cc1	11.3	7.0	-3.7	-1.2	-1.8	-73.3	3.5	-5.0	nt
Cc1cccc(C)c1N=C1SC(CC(=O)Nc2c(C)cccc2C)C(=O)N1CCc1ccccn1 (centres undefined)	2.2	-0.1	-9.0	-10.7	-7.1	-7.0	-4.3	-6.2	7.7
Cc1cccc(NC(=O)CCc2ccc(S(=O)(=O)NC3CCCCC3)cc2)c1	2.0	-1.5	-22.7	-1.8	-7.3	-11.5	0.5	-12.1	-3.0
COc1ccc(CC(=O)NCc2n[nH]c(=S)n2-c2ccc(Br)cc2)cc1	25.0	5.8	9.6	-5.3	5.0	-2.5	4.2	-9.4	3.1
Cc1cc(C)c(NC(=O)CSc2nnc(SCC(=O)Nc3c(C)cc(C)cc3C)n2N)c(C)c1	4.9	1.9	7.4	6.1	2.4	-7.3	-3.3	-3.7	1.2
COc1ccc(-c2nnc3ccc(SCC(=O)N4CCCCC4)nn23)cc1OC	-0.9	1.6	-3.1	-0.4	-1.5	6.7	1.6	-9.4	6.9
O=C(Cn1cnc2c(cnn2-c2ccccc2)c1=O)N1CCN(c2ccc(F)cc2)CC1	-0.2	3.6	6.5	5.8	-2.2	-19.9	-0.7	-4.0	-1.2
Cn1c(/C=N/NC(=O)c2ccccc2)nc2ccccc21	1.0	-7.3	15.2	0.3	6.2	-7.8	-6.0	-6.5	0.0
CCOC(=O)/C(C#N)=C(C)/C=C1\Sc2ccccc2N1CC	3.1	-40.0	-1.6	2.6	-1.2	3.5	-36.7	-3.8	6.2
COc1cc(NC(=O)C2CCCN(S(=O)(=O)c3cnc[nH]3)C2)cc(OC)c1 (centres undefined)	1.7	2.5	-14.4	-7.4	-0.9	-3.7	1.9	-4.7	-2.0
CCOC(=O)N1CCc2c(sc3c2c(=O)n(Cc2ccccc2)c(=O)n3Cc2cccc(C)c2)C1	-3.2	3.4	-0.1	2.8	3.8	nt	-2.2	-10.6	-1.0
CCC(CC)NC(=O)CSc1nnc(-c2ccc(OC)cc2)n1C(C)C	0.8	0.9	6.3	5.9	2.8	-0.5	-0.2	-6.1	2.8
Cc1cc(C)c(C(=O)c2ccc(C(=O)NC(C)(C)C)cc2)c(C)c1	0.6	-0.1	-9.1	-11.5	-6.6	-8.0	-1.7	6.2	9.6
Cc1[nH]c2ccccc2c1C1(O)C(=O)N(C(C)C)c2ccccc21 (centres undefined)	2.0	-16.7	7.2	20.3	2.4	-12.8	2.7	-0.8	-2.2
O=C(CSc1nc(-c2ccccc2)nc2c1Cc1ccccc1O2)Nc1ccccc1	4.1	0.0	-1.6	13.6	1.2	-7.9	1.7	-11.1	-0.4
CCS(=O)(=O)c1ccc2c(c1)N(S(C)(=O)=O)CC(C(=O)NC1CC1)O2 (centres undefined)	0.4	-4.3	-4.2	-6.6	4.1	-3.7	-2.3	-8.9	-7.8
CCN1CCN(C2=NC(=O)/C(=C/c3ccc(C)o3)S2)CC1	6.8	-10.1	-11.8	-8.9	0.4	-17.1	-1.9	12.8	5.6
CCOCCCNC(=O)c1cc(Sc2ccc(F)cc2)nc2ccccc12	1.2	1.1	-37.3	-5.0	1.5	-4.2	-0.6	-6.5	5.7
O=C1CN(C(=O)COC(=O)COc2ccc3c(c2)CCC3)c2ccccc2N1	-0.8	1.0	-22.8	-16.1	7.6	-12.3	-2.3	-9.0	14.1
CCN1C(=O)c2n[nH]c(C(=O)OC)c2C1=O	1.2	2.0	-0.7	-2.0	-0.2	-6.3	2.3	-5.0	2.7
O=C(O)c1ccc(/C=C/c2ccc3cccc(O)c3n2)cc1	16.6	-5.4	-1.4	4.3	-4.3	-10.9	-0.1	-11.2	-1.1
Cc1ccc(C)c(SCC(=O)Nc2nnc(-c3ccccc3)o2)c1	10.4	-0.8	-10.1	16.5	4.4	-16.1	1.9	5.5	-3.0
O=C(OCc1cn(-c2ccc(Cl)c(Cl)c2)nn1)c1ccccc1Cl	0.6	0.8	0.4	1.4	0.1	10.9	-1.9	-6.5	15.8
NC(=S)Nc1cccc2cc3ccccc3cc12	4.2	-7.7	10.5	-1.1	3.8	-29.3	-25.8	-6.6	-1.6
COC(=O)c1scc(S(=O)(=O)c2ccccc2)c1N	-3.0	-1.1	7.0	-6.7	6.6	2.6	0.4	-3.1	0.0
SMILES	Hck-Nef inh	Runt-SMMHC FRET	NPY-Y1 PAM-ag	NPY-Y2 PAM-ag	p97 ATPase inh	MDM2 E3 inh	Runt-CBFb FRET	RBBP9 inh	NPY-Y1 antag
N#Cc1ccc(NC(=O)c2nc(-c3ccccc3)n(-c3ccccc3)n2)cc1	2.8	0.2	-6.4	-4.6	-2.8	-6.5	4.0	4.7	-1.3
CCN(C(=O)COC(=O)c1ccc(OC)c(S(=O)(=O)N2CCCc3ccccc32)c1)C1CCS(=O)(=O)C1 (centres undefined)	23.3	-0.1	-2.1	-5.9	-1.1	-19.9	-4.6	-9.7	-0.1
O=C(Cn1cnc2scc(-c3ccc(Cl)cc3)c2c1=O)N1CCOCC1	26.2	0.6	19.2	14.5	3.7	nt	2.1	5.8	nt
O=C(CCC1CCCC1)Nc1cccn(Cc2ccccc2Br)c1=O	28.6	0.9	1.2	-8.7	-0.1	nt	1.0	5.8	nt
O=C(/C=N/NC(=O)c1ccc(Cl)cc1Cl)c1ccccc1	10.5	-0.2	8.9	-4.7	-3.2	nt	-1.0	-3.3	nt
O=C(c1ccccc1)N1CCN(C2CC3CCC2C3)CC1 (centres undefined)	1.0	-1.4	9.7	15.6	6.5	-25.9	-1.5	-7.0	-1.8
CCc1nccn1S(=O)(=O)c1cc(OC)c(Cl)cc1OC	-0.9	1.8	-26.0	-13.0	-4.9	-7.0	-1.4	-9.7	0.9
Cn1c(=O)oc2cc(S(=O)(=O)Nc3cccc(F)c3)ccc21	-4.8	1.5	-19.6	6.2	4.4	-8.9	-1.4	-5.5	-1.7
O=C1CSCC(=O)N1c1ncc(C(F)(F)F)cc1Cl	22.1	1.3	6.0	-22.3	4.9	-4.2	-0.4	2.1	nt
O=S(=O)(Nc1nc2ccccc2nc1NCC1CCCO1)c1ccccc1 (centres undefined)	7.5	-3.2	12.8	-5.2	4.1	2.9	2.0	0.9	nt
CCN(CC)c1ccc(/C=C/c2cc(-c3ccccc3)c3ccccc3n2)cc1	21.6	83.5	10.2	4.6	-3.1	2.3	-85.4	-8.9	nt
COc1ccc(NC(=O)CC2C(=O)N(C)C(=S)N2Cc2ccco2)cc1 (centres undefined)	3.2	1.2	-2.7	3.9	5.8	-14.0	6.1	-7.5	-8.6
COc1ccc(S(=O)(=O)Nc2ccccc2C(N)=O)cc1OC	-3.1	-5.5	-13.5	-9.5	0.4	-12.9	-1.9	2.1	2.3
CC(=O)c1cn(CC(=O)NCC2CCCO2)c2ccccc12 (centres undefined)	6.7	-0.9	8.3	9.8	5.0	-2.4	1.7	6.7	-0.6
CC(=O)Nc1c(O)c2ccccc2[nH]c1=O	21.6	11.6	-1.5	-10.4	2.4	5.1	17.7	1.6	1.8
Cc1cccc(C)c1NC(=O)C(c1ccccc1)N1CCOCC1 (centres undefined)	4.4	-2.8	-15.8	-3.7	-0.3	-2.6	-0.8	0.3	0.0
CCc1nnc(NC(=O)c2cc(S(=O)(=O)N3CCOCC3)ccc2N2CCCCC2)s1	24.2	6.7	-11.5	0.9	1.4	-5.2	1.1	-2.1	3.8
NC(=O)CCCc1nc(-c2ccccc2)no1	1.9	5.9	16.9	-4.3	7.4	-9.0	0.4	1.9	nt
O=C(NCC(=O)N(c1ccc(F)cc1)C(C(=O)NC1CCCC1)c1cccnc1)c1cccs1 (centres undefined)	12.3	-0.1	8.9	-14.8	-4.9	1.1	0.0	-3.9	0.1
Cc1nccn1CCC1CCCCN1C(=O)CCc1nnc(-c2ccsc2)o1 (centres undefined)	17.7	-0.9	5.9	-3.7	3.8	-2.5	0.9	-7.4	5.6
Cc1ccc(NC(=S)N/N=C/c2ccc(Cl)c([N+](=O)[O-])c2)cc1	-19.6	2.9	4.5	-15.8	0.0	-13.8	0.5	-1.5	0.9
COC(=O)c1cc(Cl)c(NC(=O)Cc2ccccc2)cc1OC	-2.9	-0.4	-17.8	-5.2	-1.5	-8.8	0.1	-4.8	-2.0
CCOc1cc(-c2cc(-c3ccc(OC)cc3)nc(N)c2C#N)ccc1O	-0.8	-0.5	-4.3	-10.0	2.5	11.8	0.8	1.0	0.4
CS(=O)(=O)N(CC(=O)NCc1ccccc1Cl)C1CCCCC1	0.6	4.3	7.3	6.5	1.3	-8.0	-0.6	-5.1	0.1
O=[N+]([O-])c1ccc(OCCn2cnc3ccccc32)cc1	9.2	2.8	-1.5	-8.9	-0.5	-11.0	-2.5	-5.3	-1.7
SMILES	Hck-Nef inh	Runt-SMMHC FRET	NPY-Y1 PAM-ag	NPY-Y2 PAM-ag	p97 ATPase inh	MDM2 E3 inh	Runt-CBFb FRET	RBBP9 inh	NPY-Y1 antag
CC(C)=CCCC(C)CN1CCC(O)CC1 (centres undefined)	0.8	3.0	-9.7	-1.6	-0.4	-2.1	0.5	1.5	1.5
COC(=O)c1ccc(NC(=S)N2CCN(Cc3ccc(Cl)cc3)CC2)cc1	-2.3	-0.3	-1.1	8.0	1.8	12.1	-2.9	-8.9	-4.3
Cc1ccc(N=Cc2sc(O)c3ccccc23)c(C)c1	-0.8	-82.6	0.8	-5.7	-4.1	-14.4	5.3	-2.4	7.4
COc1cccc(CNC(=O)C2CCN(S(=O)(=O)c3c(C)nn(C)c3C)CC2)c1	1.0	3.1	-2.8	-11.2	0.4	-9.8	2.0	-6.4	4.9
O=C(Nc1ccccc1)N1CCc2ccccc21	8.1	-1.2	-18.7	-11.1	-11.6	-18.4	0.0	-11.8	10.1
O=C(NCc1ccccc1)c1ccc(S(=O)(=O)Nc2cccc(C(F)(F)F)c2)cc1	9.9	-5.8	19.1	47.4*	4.8	nt	20.6	-6.6	nt
COc1ccc(CCn2c(C)cc(C(=O)CSc3nnnn3-c3ccccc3)c2C)cc1OC	4.0	0.9	-5.9	3.6	1.6	-31.4	9.3	-5.9	3.3

From PubChem
